Screening results as filed in PubChem.
ALDH1A1 inh – blocks purified human ALDH1A1 activity. P00352. Purified ALDH1A1, NADH fluorescence, propionaldehyde substrate. Potency, µM (top dose mostly 75.3 µM), for the others: at the top dose activity, negative = inhibition, usual class: inhibitors. actives 7.3% (n = 220,000). AID 1030; active means well fitted inhibition curve with a large enough effect, not every such curve was filed as active; inconclusive means small, poorly fitted or top-dose-only effect, or another doubt; inactive means no such curve, though single readings can be large or run the other way;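 further: plate controls were no enzyme wells and a reference inhibitor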
Target sequence (P00352 whole entry, looked up): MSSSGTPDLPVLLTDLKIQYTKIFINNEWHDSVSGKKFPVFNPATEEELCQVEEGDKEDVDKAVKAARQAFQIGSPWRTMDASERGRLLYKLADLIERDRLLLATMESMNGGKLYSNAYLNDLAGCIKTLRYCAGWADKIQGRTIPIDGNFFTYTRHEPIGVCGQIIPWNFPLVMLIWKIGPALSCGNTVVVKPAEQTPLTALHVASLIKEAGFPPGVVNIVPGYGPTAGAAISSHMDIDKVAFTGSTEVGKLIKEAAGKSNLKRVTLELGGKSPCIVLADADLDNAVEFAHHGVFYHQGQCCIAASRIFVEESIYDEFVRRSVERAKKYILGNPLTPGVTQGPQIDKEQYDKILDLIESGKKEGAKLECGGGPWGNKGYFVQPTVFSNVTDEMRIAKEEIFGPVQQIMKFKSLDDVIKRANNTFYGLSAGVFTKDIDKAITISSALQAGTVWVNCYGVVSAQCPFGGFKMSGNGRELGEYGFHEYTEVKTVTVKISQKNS
L3MBTL1 inh – blocks human L3MBTL1; Q9Y468; AlphaScreen L3MBTL1–H3K9me1 peptide binding; Potency, µM (series often up to 57.1 µM), without a hit: top-dose activity, negative = inhibition, hits mostly inhibitors; actives 0.66% (n = 230,000); further: nearly all actives have a fitted effect of over 60% in size
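L3MBTL1 (50 nM) pre-complexed 30 min with biotinylated H3(1-15)K9me1 peptide (75 nM), then compounds added for 30 min at room temperature; AlphaScreen streptavidin donor/nickel chelate acceptor beads (10 ug/mL final) read after 30 min dark incubation.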
TRb SRC2 PPI – inhibitors of human thyroid hormone receptor beta-SRC2 interaction. TRbeta-SRC2 peptide binding, fluorescence polarization; receptor liganded with 1 µM T3. actives 0.065% (n = 280,000). AID 1469. P10828. Potency, µM (series often up to 106 µM), without a hit: at the top dose activity change, negative = inhibition, hits mostly inhibitors;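 further: plate controls were bound peptide for no effect and peptide without receptor for full effect; nearly all actives have a fitted effect of over 50% in size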
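Binding of a 20-amino-acid Texas Red SRC2 peptide (20 nM) to TRb ligand-binding domain (0.6 uM) with agonist T3 at 1 uM was followed by fluorescence polarization after a 5 hr room-temperature incubation.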
Tau fluor cs – counter-screen for tau fibril formation inhibitors | tau K18 P301L Alexa594 fluorescence, heparin fibrillization | Potency, µM (titrated, usually from 57.7 µM), inactives show at the top dose activity change, negative = decrease | actives 0.93% (n = 280,000) | AID 1463; further: nearly all actives have a fitted effect of over 55% in size
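Human tau K18 P301L (15 uM unlabeled, 0.24 uM Alexa 594-labeled) in 100 mM sodium acetate pH 7 with 20 uM heparin, 6 hr at 37 C. ThT 30 uM added, 1 hr ambient; Alexa 594 FP and total fluorescence read at 555/632 nm.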
aGal spleen mod – inhibitors or activators of human alpha-galactosidase in spleen homogenate; AID 2107; human spleen homogenate, 4MU-alpha-Gal fluorescence, 40 min; Potency, µM (doses to about 80 µM), for the others: top-dose activity change, negative = inhibition, most hits filed as inhibitors; P06280; actives 0.008% (n = 240,000);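 further: 0% = enzyme with vehicle and -100% = no enzyme basal signal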
Target sequence (P06280 32-429 limits assumed): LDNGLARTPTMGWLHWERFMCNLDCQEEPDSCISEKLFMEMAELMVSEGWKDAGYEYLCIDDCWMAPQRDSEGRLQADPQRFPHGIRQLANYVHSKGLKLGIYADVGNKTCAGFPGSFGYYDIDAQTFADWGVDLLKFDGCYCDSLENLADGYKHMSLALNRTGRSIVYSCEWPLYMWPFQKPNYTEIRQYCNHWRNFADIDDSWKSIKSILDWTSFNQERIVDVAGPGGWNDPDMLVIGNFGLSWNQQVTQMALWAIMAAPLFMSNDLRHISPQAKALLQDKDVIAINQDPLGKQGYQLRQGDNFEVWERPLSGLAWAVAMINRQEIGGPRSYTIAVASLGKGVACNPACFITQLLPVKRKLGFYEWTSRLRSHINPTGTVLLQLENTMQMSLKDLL
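Fluorogenic readout (Ex 365/Em 440 nm) of 4-methylumbelliferone released from 1 mM 4-MU-alpha-galactoside by spleen homogenate, 40 min at 37C, pH 5.0. Data normalized to no-enzyme and enzyme controls; Hill-equation AC50 from compound titrations.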
TR SRC2 fluor cs – counter-screen for TRb-SRC2 inhibitors: fluorescence interference; actives 0.29% (n = 280,000); TRb/SRC2 Texas Red total fluorescence interference; Potency, µM (doses to about 106 µM), for inactives: at the top dose fluorescence change, negative = quenching; active means well fitted curve in either direction with a large enough effect; inconclusive means small, poorly fitted or top-dose-only effect
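Human TRβ ligand-binding domain (0.6 uM) and Texas Red SRC2 peptide (20 nM) in Tris buffer with 1 uM T3 and 5% DMSO were incubated with pinned compound for 5 hr at ambient temperature. Total fluorescence was computed as S + 2P (555/632 nm).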
Tau fibril ThT – tau fibrillization inhibition (ThT binding). P10636. recombinant tau K18 P301L (four-repeat tau fragment), heparin-induced fibrillization, ThT fluorescence. Potency, µM (doses to about 57.4 µM), inactives show at the highest dose activity, negative = inhibition, usual class: inhibitors. actives 2.1% (n = 270,000); further: nearly all actives have a fitted effect of over 55% in size
Target sequence (P10636 561-689 P618L limits assumed): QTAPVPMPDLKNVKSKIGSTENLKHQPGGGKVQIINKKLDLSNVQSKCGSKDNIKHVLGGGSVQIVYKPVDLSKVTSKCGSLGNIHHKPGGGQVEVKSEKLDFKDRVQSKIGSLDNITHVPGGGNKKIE
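In this qHTS, human K18 P301L tau is incubated with compound and heparin for 6 hr at 37 C, and Thioflavin T fluorescence then reports fibril load.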
Tau fibril FP – tau fibrillization inhibition (FP) | AID 1468 | K18 P301L tau heparin fibrillization, Alexa594 FP, 6 h | actives 0.39% (n = 280,000) | P10636 | Potency, µM (doses to about 57.7 µM), for inactives: at the top dose activity, negative = inhibition, usual class: inhibitors; further: nearly all actives have a fitted effect of over 55% in size
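K18 P301L tau (15 uM unlabeled/0.24 uM Alexa 594-labeled, final) + compound + heparin 20 uM final; 100 mM NaOAc pH 7; 6 hr 37 C; ThT 30 uM final added, 1 hr RT; FP ex 555/em 632 nm.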
* hit, by the source's call; & = joins results of further samples; [ ] = dose if it differs, or a comment. Unless noted, the call rests on the fitted dose curve; in most records, active means well fitted curve in the direction sought with a large enough effect; inconclusive means small, poorly fitted or top-dose-only effect, or another doubt; inactive means no such curve, though single readings can be large; an effect the other way counts as inactive or inconclusive. Unless noted, on the % scale 0 is the no-effect control and ±100 the full control effect; potency means the concentration at half of the fitted maximal effect.

What do the screens show for `O=C(Nc1ccc(S(=O)(=O)NCc2ccccc2)cc1)c1ccc(Br)o1`?
ALDH1A1 inh: 3%; L3MBTL1 inh: -6%; TRb SRC2 PPI: 3%; Tau fluor cs: -19%; aGal spleen mod: 4%; TR SRC2 fluor cs: -4%; Tau fibril ThT: 1%; Tau fibril FP: -6%

What do the screens show for `CCS(=O)(=O)c1ncc(N(Cc2ccccc2)Cc2ccco2)c(C(=O)Nc2ccc(C)c(C)c2)n1`?
TRb SRC2 PPI: 3%; Tau fluor cs: 0%; TR SRC2 fluor cs: -25%; Tau fibril ThT: 1%; Tau fibril FP: 0%

How did O=C(Nc1nccs1)c1cccc(NC(=O)c2ccco2)c1 do in these assays?
ALDH1A1 inh: -2%; L3MBTL1 inh: -7%; TRb SRC2 PPI: -1%; Tau fluor cs: -12%; aGal spleen mod: -5%; TR SRC2 fluor cs: 2%; Tau fibril ThT: -8%; Tau fibril FP: inconclusive

Results for CCCCCCCCc1ccc(-c2ccc(C(=O)O)cc2)cc1 ?
ALDH1A1 inh: inconclusive; TRb SRC2 PPI: -2%&-3%; Tau fluor cs: -6%; aGal spleen mod: 1%&7%; TR SRC2 fluor cs: -2%&-3%; Tau fibril ThT: inconclusive; Tau fibril FP: 9%

How did O=C1c2cnc3nc(SCc4cccc(Cl)c4)nn3c2CC2c3ccccc3CCN12 (centres undefined) do in these assays?
ALDH1A1 inh: inconclusive; L3MBTL1 inh: 4%; TRb SRC2 PPI: -9%; Tau fluor cs: -17%; aGal spleen mod: 4%; TR SRC2 fluor cs: -1%; Tau fibril ThT: inconclusive; Tau fibril FP: -12%

Results for COc1cccc(C(C(=O)NC(C)(C)C)N(CCC(C)C)C(=O)CCC(=O)Nc2cc(C)on2)c1OC (centres undefined) ?
ALDH1A1 inh: 5%; L3MBTL1 inh: -15%; TRb SRC2 PPI: -6%; Tau fluor cs: -3%; aGal spleen mod: 4%; TR SRC2 fluor cs: -1%; Tau fibril ThT: -7%; Tau fibril FP: -4%

Results for O=C(NCCc1ccccc1)C1CCN(S(=O)(=O)c2ccc(-n3cnnn3)cc2)CC1 ?
ALDH1A1 inh: 14µM*; L3MBTL1 inh: 8%; TRb SRC2 PPI: -7%; Tau fluor cs: -2%; aGal spleen mod: -10%; TR SRC2 fluor cs: -1%; Tau fibril ThT: 1%; Tau fibril FP: 0%

How did COc1ccc(C(=O)Cn2ccsc2=NC(C)=O)cc1 do in these assays?
ALDH1A1 inh: 7%; L3MBTL1 inh: 3%; TRb SRC2 PPI: -2%; Tau fluor cs: -1%; aGal spleen mod: -1%; TR SRC2 fluor cs: -4%; Tau fibril ThT: 5%; Tau fibril FP: -2%

Results for CC(C)CN(C(=O)COC(=O)c1ccc(-c2ccccc2)cc1)C1CCS(=O)(=O)C1 (centres undefined) ?
ALDH1A1 inh: inconclusive; L3MBTL1 inh: inconclusive; TRb SRC2 PPI: 3%; Tau fluor cs: -1%; aGal spleen mod: -3%; TR SRC2 fluor cs: -1%; Tau fibril ThT: -12%; Tau fibril FP: 11%

Results for O=c1[nH]c2c(s1)C=Nc1ccccc1N2 ?
ALDH1A1 inh: -8%; L3MBTL1 inh: -4%; TRb SRC2 PPI: 4%; Tau fluor cs: -16%; aGal spleen mod: -2%; TR SRC2 fluor cs: 0%; Tau fibril ThT: -15%; Tau fibril FP: -10%

Results for COc1ccc(NS(=O)(=O)c2ccc(N3CC(O)=C(c4ccccc4)C3=N)cc2)cc1 ?
L3MBTL1 inh: 48%[activator]; TRb SRC2 PPI: -5%; Tau fluor cs: -10%; aGal spleen mod: -3%; TR SRC2 fluor cs: -4%; Tau fibril ThT: -5%; Tau fibril FP: 10%

Results for NC(=O)c1ccsc1NC(=O)CN1C(=O)C2CC=CCC2C1=O (centres undefined) ?
ALDH1A1 inh: -3%; L3MBTL1 inh: -4%; TRb SRC2 PPI: 0%; Tau fluor cs: 0%; aGal spleen mod: 1%; TR SRC2 fluor cs: -4%; Tau fibril ThT: -8%; Tau fibril FP: 1%

What do the screens show for `O=S(NCc1ccccc1)C12CC3CC(CC(C3)C1)C2` (centres undefined)?
ALDH1A1 inh: inconclusive; TRb SRC2 PPI: -10%; Tau fluor cs: -3%; aGal spleen mod: 6%; TR SRC2 fluor cs: -1%; Tau fibril ThT: -3%; Tau fibril FP: -2%

What do the screens show for `COc1ccc(C2NC(=O)C(C)S2)cc1` (centres undefined)?
ALDH1A1 inh: 3%; TRb SRC2 PPI: -8%; Tau fluor cs: -2%; aGal spleen mod: -2%; TR SRC2 fluor cs: -2%; Tau fibril ThT: -4%; Tau fibril FP: 3%

Results for CCNc1ccc(S(=O)(=O)NCCN(C)C)cc1[N+](=O)[O-] ?
ALDH1A1 inh: inconclusive; L3MBTL1 inh: 3%; TRb SRC2 PPI: 0%; Tau fluor cs: -1%; aGal spleen mod: 0%; TR SRC2 fluor cs: -1%; Tau fibril ThT: -11%; Tau fibril FP: -2%

Results for COc1cc(/C=C2\C(=O)N(c3ccc(NC(C)=O)cc3)N=C2c2ccccc2)ccc1O ?
ALDH1A1 inh: inconclusive; L3MBTL1 inh: -3%; TRb SRC2 PPI: -15%; Tau fluor cs: inconclusive; aGal spleen mod: 0%; TR SRC2 fluor cs: -2%; Tau fibril ThT: inconclusive; Tau fibril FP: 5%

How did Cc1ccsc1/C=N/NC(=O)c1sccc1C do in these assays?
ALDH1A1 inh: -3%; L3MBTL1 inh: -9%; TRb SRC2 PPI: 0%; Tau fluor cs: -7%; aGal spleen mod: -7%; TR SRC2 fluor cs: -1%; Tau fibril ThT: -19%; Tau fibril FP: -3%

Results for CN(C)C(=O)COC(=O)c1ccccc1NC(=O)c1ccco1 ?
ALDH1A1 inh: 1%; L3MBTL1 inh: 5%; TRb SRC2 PPI: -10%; Tau fluor cs: 1%; aGal spleen mod: 2%; TR SRC2 fluor cs: 0%; Tau fibril ThT: 5%; Tau fibril FP: -2%

Results for COc1ccc(CCNc2nc3cc(OC)c(OC)cc3c3nc(-c4ccccc4)nn23)cc1OC ?
TRb SRC2 PPI: -21%[53 µM]; Tau fluor cs: -20%; TR SRC2 fluor cs: -59%[53 µM]; Tau fibril ThT: -12%; Tau fibril FP: -3%

How did COc1ccc(OCC2CN3C(CCC(C)C3c3ccc(Br)cc3)C(=O)O2)cc1 (centres undefined) do in these assays?
ALDH1A1 inh: 6%&4%[13.5 µM]; TRb SRC2 PPI: 1%&-3%[11.2 µM]; Tau fluor cs: -5%&-8%[11.6 µM]; aGal spleen mod: -4%&4%[17.5 µM]; TR SRC2 fluor cs: -1%&-3%[11.2 µM]; Tau fibril ThT: -9%&-9%[11.5 µM]; Tau fibril FP: -5%&-4%[11.6 µM]

Results for COc1ccccc1-c1nnc(C2CCN(S(=O)(=O)c3ccc(F)c(C)c3)CC2)o1 ?
TRb SRC2 PPI: -2%; Tau fluor cs: -9%; TR SRC2 fluor cs: -1%; Tau fibril ThT: -15%; Tau fibril FP: 3%

How did COC(=O)c1cc(NC(=O)c2ccc(F)cc2)cc(C(=O)OC)c1 do in these assays?
ALDH1A1 inh: -8%; L3MBTL1 inh: 1%; TRb SRC2 PPI: -3%; Tau fluor cs: -18%; aGal spleen mod: -6%; TR SRC2 fluor cs: -4%; Tau fibril ThT: -2%; Tau fibril FP: -10%

What do the screens show for `CCOc1nc2ccccc2cc1/C=C/C(=O)O`?
ALDH1A1 inh: inconclusive; L3MBTL1 inh: 0%; TRb SRC2 PPI: 1%; Tau fluor cs: 5%; aGal spleen mod: 14%; TR SRC2 fluor cs: -8%; Tau fibril ThT: -1%; Tau fibril FP: 1%

What do the screens show for `Cc1cc(/C=N/n2cnnc2)c(C)n1-c1ccccc1`?
ALDH1A1 inh: -3%; TRb SRC2 PPI: 0%; Tau fluor cs: -8%; aGal spleen mod: -5%; TR SRC2 fluor cs: 0%; Tau fibril ThT: -12%; Tau fibril FP: -4%

What do the screens show for `CCOC(=O)N1CCN(C(=O)CCc2ccc(S(=O)(=O)NCCc3ccccc3)cc2)CC1`?
ALDH1A1 inh: inconclusive; L3MBTL1 inh: 5%; TRb SRC2 PPI: 1%; Tau fluor cs: -2%; aGal spleen mod: 1%; TR SRC2 fluor cs: -6%; Tau fibril ThT: -6%; Tau fibril FP: 3%

How did O=C(CN1C(=O)c2ccccc2C1=O)NCC(=O)OCC(=O)c1ccc(Cl)cc1 do in these assays?
ALDH1A1 inh: 2%; L3MBTL1 inh: 0%; TRb SRC2 PPI: -2%; Tau fluor cs: 10%; aGal spleen mod: -1%; TR SRC2 fluor cs: 0%; Tau fibril ThT: 10%; Tau fibril FP: 1%

How did Cc1ccc(NC(=O)CN2C(=O)CCc3cc(S(=O)(=O)N4CCCCC4)ccc32)cc1C do in these assays?
TRb SRC2 PPI: 1%; Tau fluor cs: -23%; TR SRC2 fluor cs: 1%; Tau fibril ThT: 2%; Tau fibril FP: -10%

How did CCCc1c(C(=O)Nc2ccc(C(F)(F)F)cc2)cnn1-c1ccccc1 do in these assays?
L3MBTL1 inh: -4%; TRb SRC2 PPI: 5%; Tau fluor cs: inconclusive; aGal spleen mod: -20%; TR SRC2 fluor cs: 0%; Tau fibril ThT: -9%; Tau fibril FP: inconclusive

3 structures already listed, arranged by formula weight, highest first.
Results for COc1ccccc1-c1nnc(C2CCN(S(=O)(=O)c3ccc(F)c(C)c3)CC2)o1 ?
TRb SRC2 PPI: -2%; Tau fluor cs: -9%; TR SRC2 fluor cs: -1%; Tau fibril ThT: -15%; Tau fibril FP: 3%

How did O=C(CN1C(=O)c2ccccc2C1=O)NCC(=O)OCC(=O)c1ccc(Cl)cc1 do in these assays?
ALDH1A1 inh: 2%; L3MBTL1 inh: 0%; TRb SRC2 PPI: -2%; Tau fluor cs: 10%; aGal spleen mod: -1%; TR SRC2 fluor cs: 0%; Tau fibril ThT: 10%; Tau fibril FP: 1%

How did CCCc1c(C(=O)Nc2ccc(C(F)(F)F)cc2)cnn1-c1ccccc1 do in these assays?
L3MBTL1 inh: -4%; TRb SRC2 PPI: 5%; Tau fluor cs: inconclusive; aGal spleen mod: -20%; TR SRC2 fluor cs: 0%; Tau fibril ThT: -9%; Tau fibril FP: inconclusive
